Compound activity from PubChem.
E-selectin induc: E-selectin induction on HUVECs; P16581; HUVEC E-selectin immunofluorescence imaging; normalized: neutral wells 0, TNF-alpha wells 100; activation, % at 7.58 µM; 260,000 compounds, 0.37% hits; AID 686992;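 active = mean E-selectin-positive cell signal at least 10% of the positive control, reached in at least 60% of replicates, without over 20% cell loss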;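 note: in these data hits start at about 27%; measured in HUVEC primary endothelial cells; signal is the percent of cells scored E-selectin positive by PE staining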
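Test system: HUVEC; input: 3,000 HUVEC/well; measured by: immunofluorescence imaging; read-out: % PE-positive cells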
RAD52 anneal inh: blocks human RAD52 DNA annealing; inhibition, % at 18.7 µM; recombinant RAD52 DNA annealing, FRET fluorescence; 360,000 compounds, 0.46% hits;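 active = every replicate showing at least 50% inhibition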
RAD54 branch: blocks human RAD54 Holliday junction branch migration; 360,000 compounds, 0.14% hits; FAM/BHQ fluorescence; AID 602329; inhibition, % at 10.4 µM;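 active = mean normalized replicate activity at least 40 and at least half of replicates scoring 40 or more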;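 note: 0% = median of neutral control wells and 100% = median of positive control wells; inhibitors cause a drop in the FAM fluorescence signal; in these data hits start at about 50%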
ERAP1 HTS inh: blocks human ERAP1 aminopeptidase activity | recombinant ERAP1, Leu-AMC fluorescence, 60 min | inhibition, % at 10.7 µM | 340,000 compounds, 0.15% hits;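 active = mean replicate inhibition of at least 30%, or all replicates individually reaching that 30% level; inactive = mean below 30% and not every replicate reaching it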;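 note: 0% = neutral control wells and 100% = L-leucinethiol positive control wells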
Target sequence (Q9NZ08 whole entry, looked up): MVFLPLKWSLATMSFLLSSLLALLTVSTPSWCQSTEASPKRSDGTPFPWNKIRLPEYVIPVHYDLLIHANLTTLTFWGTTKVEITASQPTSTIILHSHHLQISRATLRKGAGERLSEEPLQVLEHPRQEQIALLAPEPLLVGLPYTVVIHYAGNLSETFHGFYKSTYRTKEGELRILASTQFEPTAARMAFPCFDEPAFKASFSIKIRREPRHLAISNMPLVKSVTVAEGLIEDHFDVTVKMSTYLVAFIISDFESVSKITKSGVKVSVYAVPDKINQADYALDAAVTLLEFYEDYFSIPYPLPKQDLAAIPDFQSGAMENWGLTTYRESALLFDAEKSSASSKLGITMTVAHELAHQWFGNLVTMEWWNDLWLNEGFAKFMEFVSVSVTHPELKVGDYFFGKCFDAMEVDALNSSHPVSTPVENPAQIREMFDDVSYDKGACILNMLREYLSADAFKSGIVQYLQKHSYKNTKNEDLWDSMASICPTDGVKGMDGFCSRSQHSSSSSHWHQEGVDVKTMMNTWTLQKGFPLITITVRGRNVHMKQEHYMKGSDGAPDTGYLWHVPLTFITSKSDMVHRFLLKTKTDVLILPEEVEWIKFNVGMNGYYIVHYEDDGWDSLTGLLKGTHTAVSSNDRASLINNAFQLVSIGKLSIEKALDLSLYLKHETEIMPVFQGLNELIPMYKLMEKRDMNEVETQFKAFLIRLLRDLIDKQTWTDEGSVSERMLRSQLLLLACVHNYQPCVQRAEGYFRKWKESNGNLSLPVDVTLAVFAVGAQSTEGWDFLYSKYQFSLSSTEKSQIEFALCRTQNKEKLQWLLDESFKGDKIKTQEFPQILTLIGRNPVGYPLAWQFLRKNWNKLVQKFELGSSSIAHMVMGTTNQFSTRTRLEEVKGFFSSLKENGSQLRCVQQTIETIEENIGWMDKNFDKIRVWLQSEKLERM
Cneo AK release: causes C. neoformans cell lysis | adenylate kinase release luminescence, 4 h; normalised: neutral wells 0, clomiphene wells 100 | lysis activity, % at 15 µM | 360,000 compounds, 0.2% hits | AID 651654;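 active = mean lysis activity across replicates of at least 80%, whatever share of replicates individually reach that level; inactive = mean lysis activity below 80%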
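Material – Cryptococcus neoformans yeast cells · Quantity – 5 × 10^6 yeast cells/mL · Buffer or medium – YPD medium · Compound – single dose · Timing – 4 h static compound exposure, 37 °C, read 1 h post-reagent · Signal – adenylate kinase release luminescence · Read-out basis – lysis from increased AK signal · Benchmarks – Clomiphene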
PglD inh: PglD (C. jejuni) enzyme inhibition | 360,000 compounds, 0.098% hits | inhibition, % at 12.5 µM | AID 602405 | purified PglD enzyme, DTNB colorimetric CoA detection; in the data active = inhibition above about 16%, passing the limit was not always enough; note: strong numbers were not always called active
miR-122 sensor: blocks miR-122 activity in Huh7 sensor cells. activation (reporter increase), % at 12.5 µM. 340,000 compounds, 0.3% hits. Huh7 miR-122 Renilla luciferase sensor, 48 h; neutral wells = 0, positive control = 100;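 active = mean replicate activation score at least 90 and every replicate individually at or above 90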;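 note: higher luciferase means less miR-122 activity so hits act as miR-122 inhibitors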
PGC1a acetyl inh: lowers PGC1a acetylation signal in U2OS cells; 350,000 compounds, 0.17% hits; AlphaScreen anti-acetyl-lysine; with virally co-expressed GCN5 acetyltransferase; AID 651687; inhibition, % at 15.6 µM;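 active = every replicate shows inhibition of at least 40%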;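 note: 0% = neutral control wells and 100% = positive control wells; some results beyond the cut were filed as inactive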
* hit, by the source's call; . = no result given; & = joins results of further samples; [ ] = dose if it differs, or a comment.

(1) COc1ccccc1NC(=O)N1CC[C@@H]2[C@@H](CO)N(C)c3ccc(-c4cccc(F)c4)cc3[C@@H]21
(2) CC(C)C#Cc1ccc2c(c1)O[C@@H](CN(C)CC1CCOCC1)[C@H](C)CN([C@H](C)CO)S2(=O)=O
(3) Cc1ccc(C(=O)OCC(=O)NC(C)C2CC3CCC2C3)cc1N (configuration not stated)
(4) CN1c2ccc(C3=CCCCC3)cc2[C@H]2[C@H](CCN2C(=O)C2CCCCC2)[C@@H]1CO
(5) C=CCn1c(=N)n(CC(=O)c2ccc(Cl)cc2)c2ccccc21
(6) C[C@H]1CN([C@@H](C)CO)C(=O)c2cc(NS(=O)(=O)c3cn(C)cn3)ccc2O[C@@H]1CN(C)Cc1ccc(-c2ccccc2)cc1
(7) CCCCn1c(=N)n(CC(=O)O)c2ccccc21
(8) C[C@H]1CN([C@@H](C)CO)C(=O)c2cc(C#Cc3cccnc3)cnc2O[C@@H]1CN(C)Cc1ccc(F)cc1

assay / compound	1	2	3	4	5	6	7	8
E-selectin induc	2.0	-0.9	0.0	1.1	.	0.1	-1.0	-0.2
RAD52 anneal inh	-8	-7	-13	22	3	7	-4	10
RAD54 branch	4	3	-2	.	0	-9	.	-3
ERAP1 HTS inh	2	2	0	0	2	0	0	.
Cneo AK release	51	-1	0	.	2	5	.	55
PglD inh	-1	-1	2	.	5	1	.	1
miR-122 sensor	5[16.7 µM]	6[16.7 µM]	-4	.	3	-9[16.7 µM]	7	.
PGC1a acetyl inh	9	-22	-2	-11	.	3	8	4

(9) CCC(=O)Nc1ccc2c(c1)C(=O)N(C)C[C@H](OC)[C@@H](C)CN(C(=O)c1ccccn1)[C@H](C)CO2
(10) Cc1ccc(C)c(NC(=O)C2=CCN(S(=O)(=O)c3ccc(F)cc3)CC2)c1
(11) CCOc1ccc(CCNC(=O)COC(=O)COc2ccc(C(=O)CC)cc2)cc1OCC
(12) CC(=O)Nc1ccc(-c2noc(-c3csc([C@@H]4C[C@H](O)[C@@H](CO)O4)n3)n2)cc1
(13) CCN(Cc1ccccc1)C(=O)CSc1nc(C)cc(C)c1C#N
(14) C[C@@H]1CCCCO[C@@H](CN(C)C(=O)Cc2ccccc2)[C@H](C)CN([C@@H](C)CO)C(=O)c2cc(NC(=O)Nc3ccccc3)ccc2O1
(15) COCC(=O)Nc1ccc2c(c1)[C@H]1C[C@@H](CC(=O)NCc3ccccc3)O[C@H](CO)[C@H]1O2
(16) Cc1ccc(S(=O)(=O)N(C)C[C@@H]2Oc3c(NC(=O)c4cc(C)nn4C)cccc3C(=O)N([C@H](C)CO)C[C@H]2C)cc1

assay / compound	9	10	11	12	13	14	15	16
E-selectin induc	0.0	.	0.9	0.0	-0.4	.	-0.3	-0.4
RAD52 anneal inh	-2	-9	-6	-10	-14	-20	-6	1
RAD54 branch	-2	2	.	9	-2	8	0	1
ERAP1 HTS inh	5	3	-6	-2	-1	1	-4	-5
Cneo AK release	57	-3	.	0	2	-3	-1	0
PglD inh	1	-2	.	-5	5	-2	0	3
miR-122 sensor	.	-4	-3	-4	1	-5[16.7 µM]	2[16.7 µM]	-2[16.7 µM]
PGC1a acetyl inh	-11	-6	6	.	-16	25	-3	-2

Seven entries from above, sorted by length of the SMILES, low to high:
(7) CCCCn1c(=N)n(CC(=O)O)c2ccccc21
(11) CCOc1ccc(CCNC(=O)COC(=O)COc2ccc(C(=O)CC)cc2)cc1OCC
(10) Cc1ccc(C)c(NC(=O)C2=CCN(S(=O)(=O)c3ccc(F)cc3)CC2)c1
(15) COCC(=O)Nc1ccc2c(c1)[C@H]1C[C@@H](CC(=O)NCc3ccccc3)O[C@H](CO)[C@H]1O2
(8) C[C@H]1CN([C@@H](C)CO)C(=O)c2cc(C#Cc3cccnc3)cnc2O[C@@H]1CN(C)Cc1ccc(F)cc1
(9) CCC(=O)Nc1ccc2c(c1)C(=O)N(C)C[C@H](OC)[C@@H](C)CN(C(=O)c1ccccn1)[C@H](C)CO2
(16) Cc1ccc(S(=O)(=O)N(C)C[C@@H]2Oc3c(NC(=O)c4cc(C)nn4C)cccc3C(=O)N([C@H](C)CO)C[C@H]2C)cc1

assay / compound	7	11	10	15	8	9	16
E-selectin induc	-1.0	0.9	.	-0.3	-0.2	0.0	-0.4
RAD52 anneal inh	-4	-6	-9	-6	10	-2	1
RAD54 branch	.	.	2	0	-3	-2	1
ERAP1 HTS inh	0	-6	3	-4	.	5	-5
Cneo AK release	.	.	-3	-1	55	57	0
PglD inh	.	.	-2	0	1	1	3
miR-122 sensor	7	-3	-4	2[16.7 µM]	.	.	-2[16.7 µM]
PGC1a acetyl inh	8	6	-6	-3	4	-11	-2

Next section:
(17) CCn1c(Cc2cccs2)nnc1SCC(=O)c1ccc(C)cc1
(18) O=C(COc1cc2oc(=O)c3c(c2cc1Cl)CCCC3)N1C[C@H]2C[C@@H](C1)c1cccc(=O)n1C2
(19) C=CCn1c(N)c(C(=O)Nc2cccc(C)c2)c2nc3ccccc3nc21
(20) Cc1noc(C)c1NC(=O)Nc1ccc2c(c1)C(=O)N([C@@H](C)CO)C[C@@H](C)[C@@H](CN(C)C(=O)Nc1ccc(C(F)(F)F)cc1)O2
(21) CC1(C(=O)Nc2cnc3ccccc3c2)CCN1Cc1ccc2ccccc2c1 (configuration not stated)
(22) COc1ccccc1CNC(=S)NCc1ccc(F)cc1
(23) O=C(C[C@H]1C[C@@H]2c3cc(NS(=O)(=O)c4ccccc4)ccc3O[C@@H]2[C@H](CO)O1)N1CCOCC1
(24) COc1cc(C)c(C#N)c(OC)n1

assay / compound	17	18	19	20	21	22	23	24
E-selectin induc	.	.	.	0.3	-0.1	-0.3	0.0&0.0	.
RAD52 anneal inh	.	3	.	11	-2	0	-14&6	.
RAD54 branch	2	-9	-9	-8	4	-4	8&1	-11
ERAP1 HTS inh	.	-6	.	-3	-3	0	0&-3	.
Cneo AK release	-3	3	2	0	0	9	5&-2	0
PglD inh	-4	-5	-3	-1	2	-3	-2&-3	1
miR-122 sensor	10	2	37	-17[16.7 µM]	-2	.	0	-5
PGC1a acetyl inh	2	12	-28	7	-15	.	12&6	2

(25) C/C=C/c1ccc([C@H]2[C@@H](CNC(=O)CC3CC3)N(C(=O)CC)[C@H]2CO)cc1
(26) Cc1nn(CC(=O)Nc2ccc(N3CCOCC3)cc2)c(C)c1Br
(27) Cc1ccc(-n2cc(C(=O)O)c(=O)cc2C)c(C)c1
(28) COc1ccc(C[C@H]2CN3C(=NC[C@@H]3Cc3ccc(O)cc3)N2CCNC(=O)c2ccc(C)c(Br)c2)cc1
(29) Nc1nc(N)c2cc([N+](=O)[O-])ccc2n1
(30) CCCCCCCCc1c(O)nc(-n2[nH]c(C)c(CCO)c2=O)[nH]c1=O
(31) CC12/C(=N/O)C3C4CC5C3/C(=N/O)C1C5C42 (configuration not stated)
(32) Cc1nnc(NC(=O)C2CCN(S(=O)(=O)c3ccc(F)c(F)c3)CC2)o1

assay / compound	25	26	27	28	29	30	31	32
E-selectin induc	-0.4	-0.2	.	.	0.5	4.4	.	0.0
RAD52 anneal inh	-16	-25	1	23	-1	-43	-9	-5
RAD54 branch	-4	0	-12	-3	-9	.	-1	-2
ERAP1 HTS inh	-4	1	5	3	3	-1	-3	-1
Cneo AK release	-6	0	5	-2	-2	.	-1	0
PglD inh	1	-1	-3	-6	9	.	-3	4
miR-122 sensor	-18[16.7 µM]	1	2	3	0	-4	.	-5
PGC1a acetyl inh	-5	4	2	0	3	9	6	-2

(33) COc1ccc(S(N)(=O)=O)cc1C(=O)NNC(=O)C1COc2ccccc2O1 (configuration not stated)
(34) O=C(C[C@@H]1C[C@@H]2c3cc(NC(=O)CC4CC4)ccc3O[C@@H]2[C@@H](CO)O1)NCc1ccc2c(c1)OCO2
(35) CCCc1nnc(NC(=O)Cn2c(=O)oc3ccccc32)s1
(36) CN(C)NC1CCS(=O)(=O)C1 (configuration not stated)
(37) O=C(C[C@@H]1CC[C@H]2[C@@H](COC[C@@H](O)CN2S(=O)(=O)c2ccccc2Cl)O1)NCc1ccccc1Cl
(38) C[C@H](CO)N1C[C@H](C)[C@H](CN(C)C)Oc2ccc(NC(=O)CCN3CCOCC3)cc2CC1=O
(39) C[C@@H]1CN([C@@H](C)CO)C(=O)c2cccc(NS(=O)(=O)c3cn(C)cn3)c2O[C@H]1CN(C)C(=O)Nc1ccc(F)cc1
(40) C[C@H](CO)N1C[C@H](C)[C@H](CN(C)Cc2cccc(O)c2)OCc2cnnn2CCCC1=O

assay / compound	33	34	35	36	37	38	39	40
E-selectin induc	-0.1	-0.4	.	.	0.1	.	-5.3	-0.1
RAD52 anneal inh	2	21	-6	-8	0	11	2	-3
RAD54 branch	-16	3	3	-7	-4	-21	-2	3
ERAP1 HTS inh	-3	4	3	0	-1	-1	-4	3
Cneo AK release	2	65	0	-1	-2	51	-63	-9
PglD inh	2	2	-4	2	2	2	2	-2
miR-122 sensor	-4	-4[16.7 µM]	8	-1	-1[16.7 µM]	1[16.7 µM]	8[16.7 µM]	-1[16.7 µM]
PGC1a acetyl inh	0	-4	14	-11	2	4	-2	8

(41) CCC1=NN(C(=O)c2ccc([N+](=O)[O-])cc2)C(O)(c2ccccc2)C1 (configuration not stated)
(42) COc1ccc(CN(C)Cc2nc3cc(OC)c(OC)cc3c(=O)[nH]2)c(OC)c1
(43) C[C@@H]1CN([C@H](C)CO)C(=O)c2cc(-c3ccncc3)cnc2O[C@H]1CN(C)C
(44) O=C(CCC(=O)n1ncc2ccccc21)NCc1ccccc1Cl
(45) Cc1cc(NC(=S)NC(=O)C2CC2)ccc1Br
(46) CO[C@H]1CN(C)C(=O)c2ccc(NS(=O)(=O)c3cn(C)cn3)cc2OC[C@H](C)N(CCC(F)(F)F)C[C@H]1C
(47) Cc1ccc(NC(=O)CSc2nnc(CNC(=O)c3ccccc3F)o2)cc1Cl
(48) COc1ccc(S(=O)(=O)Nc2ccc3c(c2)CC(=O)N([C@H](C)CO)C[C@H](C)[C@H](CN(C)Cc2ccc4c(c2)OCO4)O3)cc1

assay / compound	41	42	43	44	45	46	47	48
E-selectin induc	-0.3	0.0	-0.9	0.7	.	0.1	5.2	0.0
RAD52 anneal inh	4	-4	-7	-10	.	10	-4	10
RAD54 branch	-2	.	0	-5	0	-4	1	4
ERAP1 HTS inh	0	12	0	3	.	4	-4	-3
Cneo AK release	-1	.	42	0	5	5	0	50
PglD inh	3	.	-6	-1	-2	2	0	5
miR-122 sensor	-2	5	0[16.7 µM]	3	3	.	1	71[16.7 µM]
PGC1a acetyl inh	4	15	-11	-13	-9	-6	-7	8

(49) COc1ccccc1NC(=O)[C@@H]1CCCN1S(=O)(=O)c1ccc(Cl)cc1
(50) CCc1ccc(C(=O)CN2C(=O)NC(C)(CCc3ccccc3)C2=O)cc1 (configuration not stated)
(51) COc1ccc(-c2nc(CN(C)C(C)c3ccon3)c(C)o2)c(C)c1C (configuration not stated)
(52) O[C@H]1C[C@H](c2ccc(Cl)cc2)N(Cc2cccs2)C[C@@H]1n1cc(-c2ccc(F)cc2)nn1
(53) COc1ccccc1CCC(=O)Oc1ccc(C#N)cc1OC
(54) Cc1ccc(CNC(=O)N2CCN(S(=O)(=O)c3ccccc3)CC2)cc1
(55) CCCCN(CC)Cc1ccc(CNC(=S)Nc2cccc(F)c2)o1
(56) C=CC[C@@H](CC(=O)N(CCO)Cc1ccccc1)C(=O)N[C@@H](C)COC(=O)[C@@H](CC=C)Cc1ccc(F)cc1

assay / compound	49	50	51	52	53	54	55	56
E-selectin induc	-0.4	4.2	.	-0.1	-0.1	-0.2	0.2	0.1
RAD52 anneal inh	-8	.	-18	-4	-2	-7	-5	-11
RAD54 branch	6	-1	-2	-3	-8	-9	-8	-10
ERAP1 HTS inh	0	.	-2	-3	3	-4	.	-2
Cneo AK release	-1	1	2	0	0	0	-2	1
PglD inh	1	-2	1	1	-2	-5	7	-4
miR-122 sensor	-18	-9	1	2	-1	.	6	-2
PGC1a acetyl inh	-12	.	-1	.	-8	1	-6	-7
